GPR55 beta-arrestin: selective activators of receptor GPR55 – imaging, U2OS cells, beta-arrestin-GFP redistribution, primary screen (AID 1961); actives 0.048% (n = 290,000); U2OS GPR55 beta-arrestin-GFP redistribution imaging; higher % means a stronger effect; activation, % at 10 µM, or EC50 in µM where a hit was titrated;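 active = activation above 40% with more than 50 cells counted in the well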;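 also: U2OS osteosarcoma cells stably expressing GPR55 and beta-arrestin-GFP; plate controls were DMSO negative control for no effect and LPI positive control for full effect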
KOR beta-arrestin-1: KOR agonists, beta-arrestin recruitment, primary screen, cell-based, luminescence, uHTS (AID 1777). activation, % at 10 µM, or EC50 in µM where a hit was titrated. KOR beta-arrestin recruitment, luminescence; higher % means a stronger effect. actives 0.02% (n = 280,000); in the data active = activation above about 50%, passing the limit was not always enough; also: a part of the inactive calls stands beside numbers as strong as those of hits
West Nile antiviral: inhibition of WNV-induced cytopathic effect – cell-based, CPE readout (AID 1621). one-dose CPE inhibition, % at 10 µM; IC50 in µM for titrated hits. actives 0.02% (n = 290,000). West Nile virus-infected cells, CPE inhibition; higher % means a stronger effect; in the data active = a potency from the dose series; also: strong numbers were not always called active
GPR35 arrestin U2OS: inhibition of zaprinast-stimulated GPR35 beta-arrestin translocation – imaging, U2OS, beta-arrestin-GFP, zaprinast agonist, primary screen (AID 2058); U2OS GPR35 beta-arrestin-GFP translocation imaging, zaprinast antagonism; higher % means a stronger effect; inhibition, % at 10 µM, or IC50 in µM where a hit was titrated; actives 0.052% (n = 290,000);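 active = inhibition of at least 50% with at least 30 cells and total cytoplasm GFP at most 10,000,000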
KOR beta-arrestin-2: kappa opioid receptor blockers – cell-based, luminescence, uHTS (AID 1778) | actives 0.091% (n = 290,000) | one-dose inhibition, % at 10 µM; IC50 in µM for titrated hits | KOR beta-arrestin recruitment, luminescence, antagonist mode; higher % means a stronger effect; in the data active = inhibition above about 50%; also: strong numbers were not always called active
Dengue-2 NS5 capping: Dengue-2 NS5 methyltransferase inhibitors, primary screen, biochemical, confirmation dose response (AID 588689) | Dengue-2 NS5 methyltransferase capping enzyme assay, biochemical; higher % means a stronger effect | inhibition, % at 25 µM, or IC50 in µM where a hit was titrated | actives 0.3% (n = 340,000); in the data active = a potency from the dose series
NOD1 inhibition: inhibition of NOD1-driven NF-kB reporter – cell-based, luminescence, uHTS, primary screen (AID 1578) | inhibition, % at 4 µM; hits with a dose series show EC50 in µM | NOD1-driven NF-kB luciferase reporter cells, luminescence; higher % means a stronger effect | actives 1% (n = 290,000); in the data active = inhibition mostly above about 36%, no sharp cut-off; inactive = mostly below about 34%;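 also: HEK-293T reporter cells stimulated with the NOD1 agonist gamma-tri-DAP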
HIV fusion peptide: cell-free HIV fusion peptide-binding blockers – biochemical, uHTS, fluorescence dequenching, primary screen (AID 1986); cell-free peptide binding, fluorescence dequenching, 30 min; higher % means a stronger effect; inhibition, % at 20 µM, or IC50 in µM where a hit was titrated; actives 0.3% (n = 290,000); in the data active = inhibition mostly above about 52%, no sharp cut-off; inactive = mostly below about 76%; also: some results filed as inactive read as strong as hits
GPR55 antagonists: inhibition of LPI-stimulated GPR55 beta-arrestin translocation – imaging, U2OS, beta-arrestin-GFP, LPI agonist, primary screen (AID 2013); U2OS GPR55 beta-arrestin-GFP translocation imaging, LPI antagonism; higher % means a stronger effect; one-dose inhibition, % at 10 µM; IC50 in µM for titrated hits; actives 0.13% (n = 290,000);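 active = spots per cell inhibited over 60%, with over 100 cells counted and total cytoplasm intensity under 500,000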;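 also: U2OS cells stably carrying GPR55 and arrestin-GFP stimulated by 5 µM LPI near EC80; imaged beta-arrestin-GFP aggregate spots per cell after agonist stimulation; plate controls were LPI-stimulated DMSO wells for no effect and DMSO wells without LPI for full effect; some results filed as inactive read as strong as hits; confirmed hits need IC50 under 10 µM and bright autofluorescent wells are also inconclusive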
Dengue-2 NS5 capping pilot replicate: recorded beside Dengue-2 NS5 capping, whose call it bears; inhibition, %; measured here: pilot screen replicate inhibition
The depositor's hits bear a star; x = not tested or not shown; [ ] = remark or other dose.

SMILES	GPR55 beta-arrestin	KOR beta-arrestin-1	West Nile antiviral	GPR35 arrestin U2OS	KOR beta-arrestin-2	Dengue-2 NS5 capping	NOD1 inhibition	HIV fusion peptide	GPR55 antagonists	others
Cc1cc(=O)n2nc(N3CCC(C(=O)NCCc4ccccc4)CC3)sc2n1	0.2%	2.3%	0.3%	4%	-22%	-2%	-9%	-2.1%	-8%
OCCN1CCN(C2Cc3cc(Cl)ccc3Sc3ccc(Cl)cc32)CC1 (stereo unspecified) (tested in a mixture with another compound)	0.0%	1.3%	x	1%	-37%	1%	-24%	-1.2%	14%
CCc1c(C(=O)NNC(=S)NCCc2ccccc2)csc1C	-0.3%	-3.4%	-0.4%	-1%	11%	-8%	-51%	1.1%	0%
Cn1c(C(=O)O)c(CC(=O)Nc2ccccc2F)c2ccccc21	-0.3%	7.2%	0.7%	12%	-50%	1%	-16%	5.1%	-11%
O=C(C[n+]1cc(-c2ccc(F)cc2)n2c1CCC2)c1cccs1	-0.1%	-2.9%	1.4%	8%	21%	3%	4%	-0.1%	12%
CCc1ccc(/C=C(\C)C(=O)c2c(C)cc(C)[nH]c2=O)cc1	0.1%	-1.6%	-0.8%	6%	0%	-4%	6%	0.6%	-9%
CCN1C(=S)N[C@@H](c2cccc(F)c2)C(C(=O)OC)=C1C	0.8%	-3.3%	-1.0%	16%	-3%[20 µM]	-4%	-27%	0.2%	4%
CN(C(=O)c1ccccc1)c1nc2ccccc2s1	0.6%	2.6%	-0.4%	6%	-1%	3%	-76%	6.1%	0%
CCOC(=O)c1ccc(NC(=S)N(CCCN2CCCC(C)C2)Cc2cccs2)cc1 (stereo unspecified)	0.9%	2.0%	-0.7%	-17%	-32%	-7%	-29%	-1.0%	28%
COC(=O)c1nnc(-c2ccccc2)c(-c2ccccc2)n1	-0.2%	-3.5%	0.0%	0%	-30%	-3%	-20%	1.6%	5%
COC(=O)C1=C(CSc2nncn2C)NC(=O)NC1c1cc(C)ccc1C (stereo unspecified)	0.4%	0.1%	-0.1%	-11%	2%	-12%	-19%	0.2%	3%
NNC(=O)c1cccn(Cc2cccc(C(F)(F)F)c2)c1=O	0.0%	-2.2%	1.0%	-4%	4%	-8%	-7%	-1.9%	-6%
CCN(/C(N)=N/c1nc(C)cc(C)n1)c1ccccc1	-0.1%	-2.9%	-1.6%	-5%	-1%[20 µM]	1%	-20%	-0.4%	-10%
CCC(C)Nc1nc(-c2ccc3c(c2)NC(=O)CO3)cs1 (stereo unspecified)	0.3%	-2.2%	0.1%	19%	16%	-9%	-17%	-0.9%	5%
COc1ccc(-n2cnnc2SCC(=O)Nc2cc(C(C)(C)C)nn2-c2ccccc2)cc1	-0.1%	-1.7%	-0.2%	-9%	8%	-7%	21%	2.5%	9%
COc1ccc(/C=N/NC(=O)COc2cc(C)cc(C)c2)cc1COC(C)=O	-0.2%	0.2%	0.3%	-1%	-21%	-13%	-31%	-0.5%	1%
COc1ccc(C(=N/O)/C(=N/O)c2ccc(OC)cc2)cc1	-0.1%	-1.8%	1.4%	19%	3%	2%	26%	-1.8%	-1%
O=C(Cn1cnc2sc3c(c2c1=O)CCCC3)NCC(=O)Nc1c(F)cccc1F	0.0%	-0.3%	0.0%	21%	-16%	-6%	2%	-0.5%	-6%
O=C(Cc1csc(Nc2nc(=S)[nH]c3ccccc23)n1)NCCCN1CCN(c2ccccc2F)CC1	-0.7%	-2.1%	0.1%	-8%	14%	18%	6%	2.1%	11%
CC1CCN(S(=O)(=O)c2cccc(-c3csc(-c4cccnc4)n3)c2)CC1	0.2%	1.2%	0.1%	1%	-1%	2%	-11%	-1.7%	12%
CCOC(=O)C(C(=O)OCC)[C@@H]1CS(=O)(=O)C[C@H]1C(C(=O)OCC)C(=O)OCC	-0.1%	-1.8%	0.1%	4%	-37%	-6%	2%	2.2%	13%
CCOc1nc(SCCOc2ccc(Cl)cc2Cl)nc(N(C)C)n1	0.2%	1.0%	-1.3%	2%	27%	-6%	-5%	0.9%	9%
O=C(NCc1cccnc1)c1ccccc1[N+](=O)[O-]	-0.3%	-5.4%	0.4%	11%	26%	-2%	-25%	0.4%	10%
O=C(NC1CCCC1)c1ccc(S(=O)(=O)N2CCOCC2)cc1	-0.1%	-2.5%	0.3%	0%	15%	0%	-6%	-0.1%	-4%
C=CCOc1ccc(/C=C2\SC(N)=NC2=O)cc1OC	0.4%	-5.2%	0.5%	-1%	3%	-5%	8%	-0.5%	1%
Cn1cc([C@@H]2C[C@H]3CN(C4CCCC4)C(=O)[C@]34CCCN24)c(-c2ccccc2)n1	0.2%	0.1%	-0.1%	3%	-19%	3%	-26%	0.4%	0%
CCN(CC)C(=O)CSc1nnc(COc2cccc(C)c2)n1C	-0.1%	x	-0.5%	-4%	-6%[20 µM]	x	-38%	-0.2%	2%
CCOc1ccc(OCC(=O)Nc2ccc(OC)cc2)cc1	2.4%	-3.4%	0.0%	3%	-20%	4%	-9%	-0.7%	2%
CC(C)c1ccc(NC(=O)NC2CCN(CC(=O)Nc3cccc4ccccc34)CC2)cc1	-0.1%	1.2%	x	7%	13%	-2%	-9%	-0.1%	7%
C/C(=N\NC(=O)c1nnn(-c2nonc2N)c1-c1cccs1)c1ccncc1	0.8%	-6.3%	1.5%	-9%	15%	-16%	-13%	-0.4%	-6%
CC1CCc2c(sc3ncnc(NS(=O)(=O)c4cccs4)c23)C1 (stereo unspecified)	0.0%	-4.8%	0.0%	3%	-49%	2%	-43%	8.5%	8%
CCOC(=O)/C(=N\Nc1ccccc1Cl)N1CCN(Cc2ccccc2)CC1	0.1%	-2.8%	-0.9%	-12%	16%	-5%	-8%	1.0%	4%
CC(C)[C@H](NC(=O)C1CCN(S(=O)(=O)c2ccccc2)CC1)C(=O)NCc1ccccc1	-0.1%	-4.1%	0.3%	16%	20%	2%	-3%	0.0%	-2%
Cc1ccc([N+](=O)[O-])cc1NC(=O)C(Sc1ccccc1)c1ccccc1 (stereo unspecified)	-0.3%	1.2%	-1.1%	5%	28%	3%	6%	-1.9%	1%
O=C(NC(=S)Nc1ccc2c(c1)OCO2)c1ccc(Cl)cc1	0.3%	1.1%	-1.5%	20%	-38%	2%	-20%	-0.9%	-7%
Cc1ccc2[nH]c(C(=O)N3CCN(c4cccc(Cl)c4)CC3)cc2c1	-0.3%	4.1%	-1.2%	-15%	-49%[20 µM]	-1%	36%	-0.2%	3%	Dengue-2 NS5 capping pilot replicate=-4.0
N=c1c(C(=O)NCC2CCCO2)cc2c(=O)n3ccccc3nc2n1Cc1ccccc1Cl (stereo unspecified)	-0.1%	3.5%	2.1%	5%	-12%	23%	-28%	2.0%	8%
Cc1cc(C(=O)N/N=C/c2ccc(O)c([N+](=O)[O-])c2)n[nH]1	0.5%	-2.4%	0.4%	5%	60%	-2%	-30%	3.3%	-5%
CCN(CC)S(=O)(=O)c1cc(NC(=O)CCNC(=O)c2ccco2)ccc1C	-0.1%	4.1%	-0.3%	6%	-43%	-7%	-18%	-0.9%	13%
O=C1CCCC/C1=C/NCc1ccccc1	0.4%	-8.0%	0.1%	9%	-12%	x	-40%	-0.2%	3%
O=C(N/C(=C/c1cccnc1)C(=O)N1CCOCC1)c1ccccc1F	-0.1%	-1.4%	0.0%	1%	15%	-5%	-8%	0.3%	9%
O=S(=O)(c1ccc2c(c1)OCCO2)N(Cc1ccc(F)cc1)Cc1nnc(-c2cccs2)o1	-0.2%	1.8%	-0.3%	2%	-14%	-3%	15%	-0.8%	-16%
Cc1cccc(C(=O)OCC(=O)NC(C)CCc2ccccc2)c1 (stereo unspecified)	0.2%	-0.6%	0.1%	10%	0%	4%	-25%	2.0%	3%
CCCC(=O)Nc1cc2c3c(c1)CCN3C(=O)CC2	-0.1%	-3.1%	0.7%	-6%	-10%	0%	-12%	-0.6%	0%
CC(NC(=O)c1sc2ccccc2c1Cl)C1CCCO1 (stereo unspecified)	0.0%	3.0%	0.0%	10%	-14%	1%	-26%	-0.4%	6%
CCCn1cnc2cc(NC(=O)c3cccs3)ccc21	0.0%	-6.6%	-0.3%	-19%	-2%	-6%	-58%	1.6%	1%
O=C(CC1C(=O)NCCN1Cc1ccccc1C(F)(F)F)NC1CCCC1 (stereo unspecified)	-0.1%	8.8%	-0.6%	5%	8%	-4%	-8%	0.5%	-9%
O=C(CNc1ccccc1)N/N=C/c1ccc([N+](=O)[O-])o1	0.0%	16%	x	1%	-6%	7%	35%	2.3%	3%	Dengue-2 NS5 capping pilot replicate=-5.5
Cc1ccc(NC(=O)C(C)SCc2nc3sc4c(c3c(=O)[nH]2)CCCC4)nc1 (stereo unspecified)	-0.1%	-9.6%	-0.4%	4%	26%	-5%	-23%	5.0%	7%

Compounds shown so far that have an aryl thioether with sulfur outside any ring, in the order listed:
SMILES	GPR55 beta-arrestin	KOR beta-arrestin-1	West Nile antiviral	GPR35 arrestin U2OS	KOR beta-arrestin-2	Dengue-2 NS5 capping	NOD1 inhibition	HIV fusion peptide	GPR55 antagonists	others
COC(=O)C1=C(CSc2nncn2C)NC(=O)NC1c1cc(C)ccc1C (stereo unspecified)	0.4%	0.1%	-0.1%	-11%	2%	-12%	-19%	0.2%	3%
COc1ccc(-n2cnnc2SCC(=O)Nc2cc(C(C)(C)C)nn2-c2ccccc2)cc1	-0.1%	-1.7%	-0.2%	-9%	8%	-7%	21%	2.5%	9%
CCOc1nc(SCCOc2ccc(Cl)cc2Cl)nc(N(C)C)n1	0.2%	1.0%	-1.3%	2%	27%	-6%	-5%	0.9%	9%
CCN(CC)C(=O)CSc1nnc(COc2cccc(C)c2)n1C	-0.1%	x	-0.5%	-4%	-6%[20 µM]	x	-38%	-0.2%	2%
Cc1ccc([N+](=O)[O-])cc1NC(=O)C(Sc1ccccc1)c1ccccc1 (stereo unspecified)	-0.3%	1.2%	-1.1%	5%	28%	3%	6%	-1.9%	1%

This is a subset; the hit share may differ from the screen's.
